Furin inhibitor – inhibitors of human furin | purified furin, fluorogenic substrate cleavage | inhibition, % at 30 µM | hit rate 0.061% among 220,000 | P09958 | AID 463115; in the data active = inhibition above about 25%; also: inactives centre near -15
Calpain2 inh – calpain II (pig) inhibition; purified calpain II, fluorogenic peptide substrate, 30 min; hit rate 0.37% among 220,000; AID 1236; inhibition, % at 16 µM;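 active = inhibition above about 50%, limit read from the data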
Rad51 HR inh – blocks human Rad51 in homologous recombination; Q06609; hRad51 DNA strand exchange, fluorescence dequenching; inhibition, % at 10 µM; hit rate 0.085% among 200,000; AID 1385;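 active = inhibition above 40% at the single screening dose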;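 also: 0% = DMSO control wells and 100% = blanks with heterologous ssDNA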
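material = hRad51 filaments on single-stranded DNA | reagent = Donor/quencher-labelled 47-bp dsDNA substrate | compound = 10 µM final, single point | schedule = strand-exchange reaction 15 min at room temperature | measured by = fluorescein emission 520 nm, excitation 485 nm | read-out basis = % inhibition versus plate control and blank means | benchmarks = plate controls and plate blanks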
PERK inhibitor – human PERK inhibition, primary cell-based screen; Q9NZJ5; CHO PERK-DD fusion, SEAP luminescence translation reporter; inhibition, % at 5.6 µM; hit rate 0.17% among 220,000;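 active = inhibition above the mean inhibition of all tested compounds plus 3 SD, set separately per screening campaign, cut at about 2.9% in these data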;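 also: PERK kinase domain activated by AP20187 dimerizer at 100 nM; 0% = DMSO with dimerizer and 100% = rapamycin at 8.4 µM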
Thrombin inh – thrombin (human) inhibition; P00734; alpha-thrombin, Boc-VPR-AMC fluorogenic substrate cleavage; inhibition, % at 5 µM; hit rate 0.26% among 220,000; AID 1046;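 active = inhibition at or above 40%; inactive = inhibition below 40%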;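 also: 0% = enzyme with no compound and 100% = wells without enzyme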
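Assay system: human alpha-thrombin enzyme. Reagent: Boc-VPR-AMC substrate, 15 µM final. Compound dosing: one concentration per compound, 5 µM, with 0.2% DMSO. Incubation: room-temperature reaction. Technique: AMC fluorescence, 355/460 nm. Measure: % inhibition relative to enzyme controls and enzyme-free blanks.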
FXIa inh 1536 – blocks human coagulation factor XIa protease activity; P03951; purified FXIa, Boc-Glu-Ala-Arg-AMC fluorogenic substrate; inhibition, % at 5 µM; hit rate 0.14% among 220,000; AID 798;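 active = inhibition of at least 40%; inactive = inhibition below 40%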;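 also: fluorescence of freed AMC excited at 355 nm; 0% = enzyme without compound and 100% = no enzyme blank; many of its hits are not listed in these tables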
Target sequence (P03951 19-387 limits assumed): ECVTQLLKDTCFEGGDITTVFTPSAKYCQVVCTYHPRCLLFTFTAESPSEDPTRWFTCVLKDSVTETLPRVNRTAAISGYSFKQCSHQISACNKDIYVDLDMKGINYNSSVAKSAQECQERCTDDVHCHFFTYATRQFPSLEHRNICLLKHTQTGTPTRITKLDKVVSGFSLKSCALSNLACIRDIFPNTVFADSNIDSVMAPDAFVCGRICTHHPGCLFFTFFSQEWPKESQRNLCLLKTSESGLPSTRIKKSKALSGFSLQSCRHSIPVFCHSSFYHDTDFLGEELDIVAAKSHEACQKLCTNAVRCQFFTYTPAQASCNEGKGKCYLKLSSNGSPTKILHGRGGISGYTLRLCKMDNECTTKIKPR
Target sequence (P03951 388-625 limits assumed): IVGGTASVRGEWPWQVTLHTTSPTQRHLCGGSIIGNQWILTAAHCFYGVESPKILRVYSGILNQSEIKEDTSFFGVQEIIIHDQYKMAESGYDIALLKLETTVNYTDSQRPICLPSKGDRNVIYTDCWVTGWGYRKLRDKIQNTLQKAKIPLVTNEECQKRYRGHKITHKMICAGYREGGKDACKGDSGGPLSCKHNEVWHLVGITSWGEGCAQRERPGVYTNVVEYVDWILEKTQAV
Cl transport mod – modulates chloride dependent transport by human KCC2; Q9H2X9; KCC2 cells, thallium flux FluoZin-2 fluorescence; B-score of Tl+ flux slope (higher = more flux/activation; lower = inhibition) at 10 µM; hit rate 2.2% among 190,000;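 active = thallium flux slope and its plate-corrected score both differing from the plate sample mean at a set confidence after two filtering rounds, in either direction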;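 also: slope of fluorescence scaled to starting intensity during 10 to 20 s after thallium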
FXIIa inh – factor XIIa (human) inhibition. P00748. purified FXIIa, Boc-QGR-AMC fluorogenic substrate, 2 h. inhibition, % at 5 µM. hit rate 0.3% among 220,000; in the data active = inhibition above about 40%;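 also: 0% = enzyme with no compound and 100% = blank without enzyme; many of its hits are not listed in these tables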
KLK5 inh – kallikrein 5 (human) inhibition | Q9Y337 | recombinant hK5, fluorogenic AMC substrate cleavage | inhibition, % at 5 µM | hit rate 0.59% among 210,000;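 active = inhibition of 40% or more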;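 also: 0% = enzyme controls without compound and 100% = no-enzyme blanks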
Target sequence (Q9Y337 67-293 limits assumed): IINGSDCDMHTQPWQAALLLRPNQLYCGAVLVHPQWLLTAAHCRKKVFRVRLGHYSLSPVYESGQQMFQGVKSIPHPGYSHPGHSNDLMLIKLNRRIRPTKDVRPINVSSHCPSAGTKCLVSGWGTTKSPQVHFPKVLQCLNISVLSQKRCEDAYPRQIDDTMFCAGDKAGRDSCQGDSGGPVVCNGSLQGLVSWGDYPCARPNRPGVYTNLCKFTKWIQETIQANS
An asterisk follows results filed as active; i = inactive; / = not tested or not shown; [ ] = remark or other dose. An excerpt. The share of hits here may be higher or lower than overall.

SMILES	Furin inhibitor	Calpain2 inh	Rad51 HR inh	PERK inhibitor	Thrombin inh	FXIa inh 1536	Cl transport mod	FXIIa inh	KLK5 inh
O=C(Nc1ccc(Cl)cn1)c1cc2c(s1)-c1ccccc1OC2	-18.9	-231.3	22.9	-0.5	-15.2	-11.6	-0.243	-20.6	-5.1
COC(=O)CSc1nccc(C)n1	-23.2	-8.9	/	0.8	-3.1	-3.7	1.01	2.5	/
COc1ccc(C2C(C(C)=O)=C(O)C(=O)N2c2cccnc2)c(OC)c1 (stereo not drawn)	0.6	24.5	-3.7	1.0	-0.2	0.7	-0.72	14.7	6.2
Cc1cccc(CN2C[C@]34C=C[C@@H](C[C@@H]3S2(=O)=O)O4)c1	-25.2	-17.6	9.2	/	-1.2	-2.8	1.09	5.2	-3.0
COc1ccc2oc(C(=O)OCC(=O)NC(=O)NC(C)C)c(C)c2c1	-6.7[20 µM]	i	-6.2	1.1	-4.0	6.1	0.1	1.4	-20.1
N#Cc1cc2c(nc1SCC(=O)Nc1sc3c(c1C#N)CCC3)CCC2	-18.5[20 µM]	-76.6	-0.9	0.2	-1.2	2.2	0.328	11.0	-3.4
Cc1ccc2c(c1)C1(C(=O)N2C)N2CC3(C)CN1CC(C)(C2)C3=O (stereo not drawn)	-18.6	17.4	-4.0	0.6	1.4	18.8	0.636	27.2	3.1
COc1ccc(S(=O)(=O)NC2CC(C)(C)NC(C)(C)C2)c(C)c1C	-19.9[20 µM]	-3.0	-4.8	-0.6	3.1	7.3	/	-0.2	6.0
Cc1ccc(COC(=O)c2ccc3c(c2)C(=O)N(CCCN2CCOCC2)C3=O)cc1	-3.6	-9.9	-1.5	-0.5	-5.0	-5.3	0.447	-1.6	-5.7
NC(=O)CC(NC(=O)Cc1ccc(Br)cc1)c1ccc(NC2CCCC2)c([N+](=O)[O-])c1 (stereo not drawn)	-20.6	2.5	-18.8	/	-7.0	-3.3	-0.869	2.2	-1.0
CS(=O)(=O)c1nsc2nc(=O)c(/C=C3\C=Nc4ccccc43)c(N)n12	-20.5	-31.8	-4.6	0.2	14.5	0.9	-1.19	5.0	1.5
O=C(NCCc1ccccc1)C1CC(=O)N(C2CCCCCC2)C1 (stereo not drawn)	-10.7	-17.5	-9.3	0.7	-3.6	-3.7	0.978	-0.8	-3.2
Cc1cc(N(CCO)CCO)ccc1C(c1ccc(N(CCO)CCO)cc1C)c1ccccc1Cl	-14.2	-52.2	-5.0	0.4	-2.9	2.9	-0.0376	12.4	-7.4
COc1ccc(NS(=O)(=O)c2cccc(C(=O)N/N=C/c3cccs3)c2)cc1	6.3	-14.6	5.3	-0.2	-11.8	-3.0	-0.089	-2.3	-15.5
CCOC(=O)c1nccnc1C(=O)Nc1cccc(C(F)(F)F)c1	-6.2	-5.0	13.9	0.3	-2.7	-7.9	0.386	-1.7	-14.5
O=P(CCC(F)(F)F)(CCC(F)(F)F)CCC(F)(F)F	-8.3[20 µM]	8.5	-3.6	1.1	-0.1	-2.5	0.488	7.5	-14.0
CCNC(=O)CSc1nc2cc([N+](=O)[O-])ccc2n1-c1cccc(C(F)(F)F)c1	-22.8	-16.4	-5.6	0.3	-14.7	1.3	-0.633	6.7	-5.3
COc1ccc(N2CCN(C(=O)C3CC(=O)N(c4ccc(C)cc4)C3)CC2)cc1 (stereo not drawn)	-23.1	-5.6	4.0	0.3	-20.6	-8.9	-0.0365	6.1	-2.9
Cc1ccccc1OCC(=O)NNC(=O)CCc1ccccc1	-26.8	-23.4	-2.3	0.8	-12.7	-2.4	-1	9.6	4.9
CN(C)c1ccc(C(CNC(=O)c2ccccc2F)c2c[nH]c3ccccc23)cc1 (stereo not drawn)	-3.5	-1.5	1.6	-0.7	-6.2	10.7	1.86	17.6	-0.4
CC(C)Cn1[nH]c2c3c(ccc2c1=O)C(=O)c1ccccc1C3=O	-25.9[20 µM]	16.7	2.3	1.1	6.1	4.2	-0.265	24.9	4.6
O=C(CSc1nc2ccc(Cl)cc2o1)NCc1ccc2c(c1)OCO2	-11.6[20 µM]	7.0	3.2	-1.1	-1.4	21.9	-0.267	24.1	2.4
COc1c(N2CCN(C(=S)NC3CC4CCC3C4)C(C)C2)c(F)cc2c(=O)c(C(=O)O)cn(C3CC3)c12 (stereo not drawn)	-8.8	5.0	/	-0.2	-2.2	0.5	-0.184	4.7	-0.5
COc1cc(-n2c(N)c(C(=O)NCc3ccco3)c3nc4ccccc4nc32)cc(OC)c1OC	-4.3	-116.3	/	-0.5	1.8	7.5	-0.226	10.5	-5.1
O=C(CCCN1C(=O)CCC1=O)Nc1cccc(C(F)(F)F)c1	-16.3[20 µM]	7.3	-12.5	1.6	2.4	10.7	/	-3.6	-9.6
Oc1c(CN2CCCCC2)cc(COCc2ccccc2)c2cccnc12	-1.5	-37.9	-0.3	-0.3	-2.8	-0.9	/	-3.0	-256.7
O=c1[nH]c(Cc2ccc(Cl)cc2)nc2ccccc12	-24.2	-20.6	-3.9	-0.8	-3.5	-0.6	0.508	7.5	-6.7
Cc1cc(NC(=O)CCC(=O)N(c2ccc(F)cc2)C(C(=O)NC2CCCC2)c2ccncc2)no1 (stereo not drawn)	-9.4[20 µM]	-13.8	/	-0.6	4.0	5.1	-0.478	9.6	-7.2
COc1ccc(OC)c(N2C(=O)CC(Cc3ccc(Cl)cc3)C2=O)c1 (stereo not drawn)	-14.7[20 µM]	-8.3	-5.8	-0.5	-1.2	-3.0	-0.248	7.9	-4.2
COc1ccc(C2(O)CCN(CC(=O)Nc3nccs3)CC2)c(OC)c1	-25.9	20.6	0.0	0.0	-1.9	-11.3	0.787	2.0	-4.5
CCO[C@H]1OC(C(=O)NCc2ccccc2)=C[C@@H](c2ccc(Br)cc2)[C@@H]1CCCO	-26.4	-11.8	6.5	0.3	3.3	1.5	-1.94	9.5	4.2
O=c1cc[nH]c2cccc(Cc3ccccc3)c12	-17.9	-20.0	0.2	2.0	2.1	5.2	-0.122	19.3	4.5
CN1CCN(NS(=O)(=O)c2ccc(Cl)s2)CC1	-9.7	4.7	-1.8	0.7	-7.8	-7.1	0.185	-0.2	-12.6
O=C1c2ccccc2C(O)N1Cc1cccs1 (stereo not drawn)	-17.4	20.7	-8.7	0.9	-4.5	1.0	0.0254	6.3	/
COC(=O)c1ccccc1NC(=O)Nc1ccc2c(c1)OCO2	-20.6[20 µM]	-8.2	2.6	-0.2	-3.0	-25.2	/	7.6	6.8
O=C1C=C(O)CC(c2ccc(Cl)c(Cl)c2)C1 (stereo not drawn)	-14.3[20 µM]	-33.9	4.3	1.0	-11.6	1.3	-2.51	-8.3	-15.2

Profiles from above. Screens in order: Furin inhibitor	Calpain2 inh	Rad51 HR inh	PERK inhibitor	Thrombin inh	FXIa inh 1536	Cl transport mod	FXIIa inh	KLK5 inh
Record of `CCO[C@H]1OC(C(=O)NCc2ccccc2)=C[C@@H](c2ccc(Br)cc2)[C@@H]1CCCO` → -26.4	-11.8	6.5	0.3	3.3	1.5	-1.94	9.5	4.2
Record of `COC(=O)c1ccccc1NC(=O)Nc1ccc2c(c1)OCO2` → -20.6[20 µM]	-8.2	2.6	-0.2	-3.0	-25.2	/	7.6	6.8
Record of `O=C1C=C(O)CC(c2ccc(Cl)c(Cl)c2)C1` (stereo not drawn) → -14.3[20 µM]	-33.9	4.3	1.0	-11.6	1.3	-2.51	-8.3	-15.2
Record of `Oc1c(CN2CCCCC2)cc(COCc2ccccc2)c2cccnc12` → -1.5	-37.9	-0.3	-0.3	-2.8	-0.9	/	-3.0	-256.7

Going on with the list:
SMILES	Furin inhibitor	Calpain2 inh	Rad51 HR inh	PERK inhibitor	Thrombin inh	FXIa inh 1536	Cl transport mod	FXIIa inh	KLK5 inh
CCOC(=O)C1=C(O)C(=O)NC(c2ccccc2)=C(OC2CCCCC2)C1	-9.4	-78.3	-8.6	1.3	0.8	10.6	-0.454	12.1	-2.4
CC1(C)CC(=O)C2=C(C1)Nc1ccccc1S2	-17.7	-20.3	0.4	1.3	1.2	3.0	0.532	3.6	1.8
COc1cc(/C=N/Nc2cccc(C)c2)cc(Br)c1O	-36.6	-51.4	7.7	0.9	-1.6	0.1	-0.0169	/	4.0
Cc1ccc(C)c(OCc2ccc(C(=O)N3N=C(C(F)F)CC3(O)C(F)F)o2)c1 (stereo not drawn)	-20.7	-8.2	5.7	1.1	-2.4	0.7	-0.546	6.5	-9.9
CC1CCc2c(sc(NC(=O)C(=O)NCc3ccco3)c2C#N)C1 (stereo not drawn)	-18.6[20 µM]	1.9	1.3	0.9	-6.3	6.1	/	7.9	-6.8
O=C(C1CC=CCC1)N1CCN(C(=O)C2CC=CCC2)CC1 (stereo not drawn)	-18.0[20 µM]	-10.6	2.3	0.6	0.6	10.7	-0.377	16.9	12.1
CCC(=O)Nc1cccc2ccccc12	-15.3	-25.1	3.1	0.6	-19.6	-7.1	/	6.7	-2.4
C/C=C/c1ccc(OCCSc2nc(C)cc(=O)[nH]2)c(OC)c1	-15.6	-21.4	-13.2	1.2	1.3	3.8	-0.645	13.8	4.2
O=C(NC1CC2CCC(C1)N2C(=O)NC1CCCCC1)NC12CC3CC(CC(C3)C1)C2 (stereo not drawn)	-18.9	19.7	-3.8	0.7	3.6	21.2	-0.0841	27.6	12.1
Cc1nc2ccccn2c1/C(O)=C1\C(=O)C(=O)N(CCN(C)C)C1c1cccnc1 (stereo not drawn)	-3.2	23.3	-6.2	0.0	-0.1	-4.0	/	-0.9	10.6
Cc1ccc2cc(C#N)c(N3CCCN(C(=O)C4CCCO4)CC3)nc2c1C (stereo not drawn)	-3.3	-349.9	-4.8	-0.7	0.3	3.6	-1.6	14.9	-18.4
NC(=O)Nc1ccc(C(=O)OCC(=O)N(Cc2ccccc2)C2CCS(=O)(=O)C2)cc1 (stereo not drawn)	-32.3	23.5	2.8	0.5	5.0	4.2	0.676	13.3	1.3
COc1ccc(NC(=O)/C=C/C(=O)O)cc1Cl	-6.0[20 µM]	-36.7	3.4	-0.8	0.6	1.1	-0.668	16.6	-11.3
Cc1nnc(SCC(=O)N2CCN(c3ccccc3)CC2)n(N)c1=O	-14.6	6.1	4.0	1.4	-1.9	-5.7	-0.838	0.3	-32.9
Cc1cc(C)n(/N=C/c2c[nH]c3ccccc23)c(=O)c1	-17.9[20 µM]	-9.3	-1.3	1.5	-1.3	2.3	0.0722	7.2	-2.3
O=C(COC(=O)C1CCN(S(=O)(=O)c2cccs2)CC1)NCc1ccc(F)cc1	-15.1	31.4	-4.9	0.6	-0.8	1.5	-0.136	3.1	1.5
O/N=C/c1cc(Br)ccc1OCc1cccc(F)c1	-16.2[20 µM]	-11.1	-1.3	1.7	5.8	6.7	-0.01	16.9	-11.1
COc1cc(C)ccc1OCCCON1C(=O)CCC1=O	-11.6[20 µM]	10.2	-8.0	-0.4	-6.0	-9.2	0.346	-7.7	3.8
CCOC(=O)CC(C#N)c1cn(C)c2ccccc12 (stereo not drawn)	-13.8[20 µM]	-17.8	4.4	-0.1	-6.9	0.1	-0.976	3.2	0.5
O=C1CSC(=Nc2ccc(O)cc2)N1c1ccc(O)cc1	-27.4	-7.2	/	0.5	-0.6	3.4	0.543	9.1	3.7
Cc1ccc(C(=O)Nc2ccc(O)cc2C(=O)O)cc1C	-21.4[20 µM]	21.8	0.3	-0.1	0.0	2.8	/	9.8	7.1
COc1cccc(-c2nc(-c3ccccc3)nc(N3CCN(C)CC3)c2C#N)c1	-26.4	-33.9	10.0	-0.2	1.5	-5.1	-0.29	-5.9	-22.0

Compound activity: PubChem BioAssay, several laboratories
